ZTA counter: blocks Epstein-Barr virus ZTA, an EBNA-1 counter-screen. P03206. ZTA-DNA binding, fluorescence polarization. inhibition, % at 11 µM. 320,000 compounds, 0.15% hits. AID 2234; in the data active = inhibition above about 33%
PREPL inh: PREPL enzyme inhibitors, primary screen, biochemical, fluorescence polarization; AID 2751, 2010; inhibition, % at 5.96 µM; recombinant PREPL, fluorescence polarization activity-based probe; 320,000 compounds, 0.68% hits; Prolyl endopeptidase-like (Homo sapiens), Q4J6C6; in the data active = inhibition above about 43%;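 note: 0% = enzyme with DMSO and 100% = wells lacking enzyme; many of its hits are not listed in these tables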
Target sequence (Q4J6C6 whole entry, looked up): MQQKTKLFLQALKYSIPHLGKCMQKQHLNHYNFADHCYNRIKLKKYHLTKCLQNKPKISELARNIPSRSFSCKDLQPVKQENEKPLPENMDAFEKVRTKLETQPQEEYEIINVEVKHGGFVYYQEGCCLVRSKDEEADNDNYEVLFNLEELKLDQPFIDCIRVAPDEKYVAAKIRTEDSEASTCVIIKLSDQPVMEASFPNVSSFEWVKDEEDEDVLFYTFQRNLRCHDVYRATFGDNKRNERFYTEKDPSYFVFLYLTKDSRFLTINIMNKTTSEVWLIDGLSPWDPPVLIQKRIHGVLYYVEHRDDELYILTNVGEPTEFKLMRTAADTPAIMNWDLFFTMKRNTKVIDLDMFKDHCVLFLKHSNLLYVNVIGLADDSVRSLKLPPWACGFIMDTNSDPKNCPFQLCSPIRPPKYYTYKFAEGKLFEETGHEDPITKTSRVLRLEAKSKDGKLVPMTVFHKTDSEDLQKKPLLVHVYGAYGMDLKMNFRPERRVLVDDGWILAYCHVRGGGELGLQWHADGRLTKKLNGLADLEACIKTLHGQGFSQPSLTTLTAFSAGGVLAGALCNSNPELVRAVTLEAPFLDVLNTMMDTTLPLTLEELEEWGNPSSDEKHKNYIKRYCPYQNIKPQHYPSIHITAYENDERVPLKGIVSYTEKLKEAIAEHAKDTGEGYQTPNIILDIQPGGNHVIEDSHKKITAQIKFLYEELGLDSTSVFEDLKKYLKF
LYPLA2 counter: LYPLA2 inhibitors, primary screen, counter-screen for PME1 inhibitor project, biochemical, fluorescence polarization, FP-Rh probe ABPP | recombinant LYPLA2 | inhibition, % at 5.9 µM | 320,000 compounds, 0.38% hits;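 active = inhibition above the screen-wide mean plus 3 SD, limit set per campaign, cut at about 26% in these data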;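 note: 0% = LYPLA2 with DMSO and 100% = wells lacking LYPLA2 enzyme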
GSTO1 counter: inhibitors of recombinant GSTO1, primary screen, counter-screen for RBBP9 inhibitor project, biochemical, fluorescence polarization | Glutathione S-transferase omega-1 (Homo sapiens), P78417 | activity-based probe fluorescence polarization | inhibition, % at 5.96 µM | 300,000 compounds, 1.1% hits | AID 1974, 2009;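 active = inhibition above the campaign mean inhibition plus 3 SD, cut at about 35% in these data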;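 note: 0% = GSTO1-1 with DMSO and 100% = wells lacking GSTO1-1 enzyme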
Target sequence (P78417 whole entry, looked up): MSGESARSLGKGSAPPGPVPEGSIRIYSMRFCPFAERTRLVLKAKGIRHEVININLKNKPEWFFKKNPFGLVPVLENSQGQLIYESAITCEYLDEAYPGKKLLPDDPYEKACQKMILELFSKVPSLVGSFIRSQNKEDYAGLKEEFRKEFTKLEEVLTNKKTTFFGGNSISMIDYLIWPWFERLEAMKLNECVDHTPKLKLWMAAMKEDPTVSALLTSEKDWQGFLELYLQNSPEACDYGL
PAFAH2 FP inh: PAFAH2 enzyme inhibitors, primary screen, biochemical, fluorescence polarization, human; Platelet-activating factor acetylhydrolase 2, cytoplasmic (Homo sapiens), Q99487; recombinant PAFAH2, FP-rhodamine activity probe; inhibition, % at 3.39 µM; 340,000 compounds, 0.99% hits; AID 492956, 2010;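 active = inhibition above the mean over all tested compounds plus 3 SD, cut at about 30% in these data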;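 note: inhibitors block probe labeling of enzyme so polarization drops; 0% = enzyme with DMSO and 100% = wells lacking PAFAH2 protein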
PAD4 inh: human PAD4 inhibitors, primary screen, biochemical, fluorescence polarization, 1536-well format | recombinant PAD4, RCA probe fluorescence polarization | 330,000 compounds, 0.41% hits | inhibition, % at 6.36 µM | Protein-arginine deiminase type-4 (Homo sapiens), Q9UM07;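 active = percent inhibition above a cutoff equal to the mean of all tested compounds plus 3 SD, cut at about 15% in these data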;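 note: 0% = PAD4 with RCA probe and DMSO and 100% = probe without PAD4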
EBNA-1 inhibitor: EBNA-1 DNA-binding inhibitors, primary screen, biochemical, fluorescence polarization; inhibition, % at 14.8 µM; 300,000 compounds, 0.34% hits; AID 1950, 2009; in the data active = inhibition above about 28%
LYPLA1 counter: LYPLA1 inhibitors, primary screen, counter-screen for PME1 inhibitor project, biochemical, fluorescence polarization, FP-Rh probe ABPP; Acyl-protein thioesterase 1 (Homo sapiens), O75608; recombinant LYPLA1; inhibition, % at 5.9 µM; 320,000 compounds, 0.16% hits;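 active = inhibition above the mean of all tested compounds plus 3 SD, set per campaign, cut at about 14% in these data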;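 note: inhibitors block serine hydrolase probe labeling of LYPLA1 so polarization falls; 0% = enzyme with DMSO and 100% = wells lacking LYPLA1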
PAFAH1B3 inh: PAFAH1B3 enzyme inhibitors, primary screen, biochemical, fluorescence polarization, human. Platelet-activating factor acetylhydrolase IB subunit alpha1 (Homo sapiens), Q15102. recombinant PAFAH1B3, FP-rhodamine probe. inhibition, % at 3.39 µM. 340,000 compounds, 0.28% hits. AID 492972, 2010;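 active = inhibition above the screen-wide average of all tested compounds plus 3 SD, cut at about 25% in these data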;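 note: 0% = enzyme with DMSO only and 100% = wells lacking PAFAH1B3 protein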
* hit, by the source's call; . = not tested or not shown. Not all compounds are listed, so the mix of outcomes need not match the whole.

SMILES | ZTA counter | PREPL inh | LYPLA2 counter | GSTO1 counter | PAFAH2 FP inh | PAD4 inh | EBNA-1 inhibitor | LYPLA1 counter | PAFAH1B3 inh
O=C(Nc1ccc2c(c1)OCO2)c1ccc(COc2ccc3c(c2)CCC3)o1 | 10 | 24 | 0 | 3 | 0 | 1 | -4 | -3 | 7
CCCCNCCOCCOc1ccccc1-c1ccccc1 | -4 | 3 | 2 | -1 | -11 | 0 | 34* | -1 | 4
CC(C)OCCCNC(=O)C1CCN(S(=O)(=O)N2CCCC2)CC1 | 9 | 3 | 5 | 6 | -3 | 4 | -4 | 0 | 3
COC(CNC(=O)c1ccc2c(c1)nc(C)n2-c1ccc(F)c(F)c1)OC | -9 | 7 | -3 | 3 | -8 | -4 | 1 | -2 | -12
CCS(=O)(=O)c1ccc2oc(SCC(=O)NC(C)C3CC4CCC3C4)nc2c1 (stereo not drawn) | -6 | -11 | 5 | -2 | 5 | -1 | 0 | 0 | 2
O=C1CC(c2ccccc2)CN1C(=O)c1cccnc1 (stereo not drawn) | 2 | 5 | -4 | -9 | -2 | 4 | 2 | -2 | 0
O=C1c2ccccc2NC(c2ccc(F)cc2)N1Cc1ccco1 (stereo not drawn) | -28 | 4 | 5 | 0 | -5 | -1 | 3 | 0 | 2
CCCSc1ncc(Cl)c(C(=O)Nc2ccc(S(=O)(=O)Nc3ncccn3)cc2)n1 | -2 | 4 | 7 | -8 | -5 | -1 | 4 | -1 | 7
C/C(=N\NC(=O)C1CC1)c1cccs1 | 8 | 4 | 4 | -5 | 7 | -2 | 2 | -2 | 5
CCC1(c2ccc(Cl)cc2)NC(=S)N(c2ccc(C)cc2)N1 (stereo not drawn) | -19 | 6 | 5 | 4 | 3 | 9 | 7 | 3 | 3
COc1ccc(CC(=O)Nc2cc(S(=O)(=O)Nc3ccc(OC)cc3)ccc2OC)cc1 | . | -14 | . | . | 2 | -4 | . | . | 2
NC(=O)c1sc2nccc(Nc3ccccc3)c2c1N | -18 | 36 | 0 | 32 | 10 | 0 | -6 | -4 | 9
O=C1NC[C@@H](c2ccccc2)OC(=O)[C@H](Cc2ccc(F)cc2)C/C=C\C[C@@H]1CC(=O)N(CCO)Cc1ccccc1 | . | 17 | . | . | 0 | 0 | . | . | 5
O=C(c1ccco1)N1CCN(c2ccccc2F)CC1 | -19 | 8 | 3 | 14 | -3 | 1 | -14 | -5 | 0
CCOC(=O)c1ccc(NC(=O)c2c(N)n(C)c(=O)[nH]c2=O)cc1 | 3 | 0 | -9 | -7 | 0 | -7 | 5 | -3 | 5
Cc1ccc(CN(CCO)CCO)cc1 | 10 | -3 | 0 | 1 | 6 | -2 | 9 | -1 | 6
CCCN1C2CCCC1CC(NC(=O)C1CCCCC1)C2 (stereo not drawn) | 4 | 3 | 2 | -3 | -1 | -2 | 6 | 0 | 1
CCCCNC(=O)CCn1c(=O)c2ccccc2n(CC(=O)N2CC(C)CC(C)C2)c1=O (stereo not drawn) | -4 | 5 | 2 | -5 | 8 | 1 | -1 | 1 | 4
CC(Oc1ccccc1)C(=O)N1CCCc2ccccc21 (stereo not drawn) | -11 | 8 | 10 | 0 | -4 | -1 | 2 | 6 | -2
Cc1cc(OCC(=O)N2CCOCC2)cc2oc(=O)c3ccccc3c12 | 6 | -10 | -2 | -6 | 6 | 1 | 5 | -1 | 6
O=C(c1cc(S(=O)(=O)NCc2ccco2)ccc1Br)N1CCOCC1 | 3 | 4 | -1 | . | 8 | -3 | . | 1 | 3
O=S(=O)(Nc1ncccn1)c1ccc(NS(=O)(=O)c2cccc(Cl)c2Cl)cc1 | -3 | 6 | 8 | 10 | 7 | -2 | 7 | 2 | 0
CCN(CC)C(=O)C1CCN(S(=O)(=O)c2cccc3nonc23)CC1 | -11 | 4 | 1 | 1 | -5 | -1 | -13 | -1 | 1
COc1ccccc1-n1c(SCC(=O)Nc2ccc3c(c2)OCO3)nc2c(c1=O)SCC2 | -5 | 24 | 0 | 11 | 2 | -3 | -9 | -2 | 1
CC(=O)Nc1cccc(-c2csc(Nc3ccc(C)cn3)n2)c1 | 5 | 25 | 1 | -8 | -2 | -2 | 0 | 4 | 5
CCC(=O)N1CCC2(CC1)Oc1ccc(Cl)cc1C(=O)C21CC(c2ccc(Cl)cc2)=NO1 (stereo not drawn) | -5 | 5 | -7 | 0 | -9 | -4 | 9 | -2 | -2
O=C(COC(=O)C12CC3CC(CC(O)(C3)C1)C2)N1CCN(S(=O)(=O)c2ccc(Cl)cc2)CC1 | 1 | 3 | -3 | 4 | -1 | -8 | -17 | -6 | 7
C/C(=N\Nc1cccc2cccnc12)c1ccccc1O | -13 | 14 | -1 | 1 | 16 | -3 | 0 | -1 | 11
COc1ccccc1N1CCN(C(=O)c2oc3cc(C)cc(C)c3c2C)CC1 | 1 | 9 | 0 | 2 | 6 | -4 | -10 | 0 | 3
COc1ccc(C(=O)N2CCCC(c3ccccc3)=N2)cc1 | 6 | 1 | -7 | 5 | . | -8 | 8 | -3 | .
COc1cc(CN(C)CC2CCCN(CCc3cccc(C(F)(F)F)c3)C2)ccc1O (stereo not drawn) | 14 | 4 | -3 | 10 | 1 | -1 | 0 | -1 | 5
CCc1cc(C(=O)NN2C(=O)NC3(CCCCC3)C2=O)sc1C | -6 | -2 | -3 | . | 2 | -5 | . | -1 | 1
CN=C1NN=C(c2cc(C)n(-c3c(C)n(C)n(-c4ccccc4)c3=O)c2C)CS1 | 7 | 4 | 0 | 5 | 3 | -5 | -3 | -3 | 4
Cc1cc(C)c(CN2CCC(n3nccc3NC(=O)C3CCCC3)CC2)cc1C | -1 | 10 | 3 | -1 | 3 | -3 | -7 | 3 | 2
CCCCOC(=S)NC(=O)c1sc2ccccc2c1Cl | 15 | -4 | -1 | -29 | 2 | 1 | 9 | -2 | 3
O=C(NNS(=O)(=O)c1ccccc1)c1cccs1 | 6 | 1 | -3 | 4 | -6 | 0 | 6 | -3 | 0
O=C(Oc1cc(-c2ccccc2)no1)c1ccc(F)cc1 | 0 | 2 | 7 | -5 | 8 | -1 | -6 | 2 | 8
Fc1ccc2nc(Nc3nc4c(F)cc(F)cc4s3)sc2c1 | 20 | 16 | -4 | -10 | -5 | -2 | 8 | -7 | 1
COc1ccc(N2CCN(Cc3ccc(Br)s3)CC2)cc1 | -2 | 19 | 11 | -7 | 11 | 2 | -5 | 1 | -2
COc1ccc(-c2ccc(-c3noc(-c4ccccc4)n3)c(OC)n2)cc1 | -1 | 7 | -8 | -5 | -7 | -2 | 2 | -4 | -11
CSCC[C@H](NC(=O)c1ccc2c(c1)OCO2)c1nnc2ccccn12 | 14 | 10 | -4 | 3 | 4 | 0 | -12 | -3 | 4
COc1ccccc1C(O)P(=O)(OCC(C)C)c1ccc(N(C)C)cc1 (stereo not drawn) | -6 | 1 | 1 | -5 | 2 | 2 | 1 | 3 | 9
COc1cccc(C(=O)NCCS(=O)(=O)NCc2cccnc2)c1 | 13 | 1 | 3 | 12 | 5 | 3 | 11 | 2 | 11
CCN1CCN(C(=O)CS(=O)(=O)Cc2nc(-c3ccc(C)cc3)oc2C)CC1 | 2 | 7 | -5 | 9 | -2 | -2 | -1 | 0 | 7
CCOC(=O)C1=C(C)N=C2SCCC(=O)N2C1c1ccc(C(=O)OC)cc1 (stereo not drawn) | 4 | -5 | 4 | 1 | 1 | 4 | 3 | 1 | -1
COc1ccc(C(=O)c2nccc3ccccc23)cc1 | -13 | 9 | 0 | -3 | 1 | -4 | 0 | -6 | 2
O=[N+]([O-])c1cccnc1NCc1cccs1 | 12 | 2 | 8 | 1 | 3 | 0 | -3 | 2 | -9
COCCn1c(SCC(=O)OCc2ccccc2)nc2c1c(=O)[nH]c(=O)n2C | 3 | 1 | 6 | -2 | 0 | 6 | -7 | -1 | -6
CSc1ncccc1C(=O)N1CCN(S(=O)(=O)c2ccc(C)cc2)CC1 | 17 | -1 | -6 | 9 | 11 | 2 | 10 | -5 | 4
COc1ccc(CN2C(=O)c3ccccc3C2=O)cc1C(=O)Nc1ccc(C)cc1C | 4 | 3 | 3 | -8 | -6 | -3 | 6 | -6 | 10
Cc1ccc(-n2nc3c(=O)n(CCCC(=O)NCc4ccco4)nc(C)c3c2C)cc1 | 6 | 13 | 7 | 17 | -8 | 2 | 2 | 3 | -8
Cc1cccc(NC(=S)Nc2ccc(Br)cc2)c1 | 9 | 1 | 8 | -3 | 1 | -1 | 3 | -4 | 5
COc1ccc(F)cc1S(=O)(=O)NCC(=O)NCc1cc(=O)n(C)c(=O)n1C | -7 | 7 | 6 | 6 | -9 | 0 | -2 | 0 | 10
O=C(NCCN1CCN(c2ccccc2)CC1)Nc1ccccc1Cl | 12 | 3 | 0 | 9 | -11 | 0 | 11 | -2 | 0
C[C@@]12C(=O)N(c3cccc(F)c3)C(=O)N1[C@@H]1c3ccccc3OC[C@@H]1[C@H]2c1ccccc1 | . | -2 | . | . | 2 | -4 | . | . | 9
CC(=O)Nc1nc(N)n(-c2ccccc2)n1 | 5 | -2 | -3 | 2 | -3 | -1 | -1 | -2 | -5
COc1ccc(N/C=C/c2nc(SC)nnc2C)cc1 | 12 | 30 | -3 | -2 | 10 | -8 | 5 | -3 | 4
CCN(CC)C(=O)Oc1ccc(Cl)c2cccnc12 | 8 | 1 | 3 | 2 | -1 | -3 | 4 | 2 | 4
Cc1ccc(C(=O)N/C(=C/c2ccc(F)cc2)C(=O)NCc2ccncc2)cc1 | -13 | -8 | -1 | 4 | 7 | -3 | -10 | -1 | -1
CCC(=O)Nc1ccc(F)c(Cl)c1 | 6 | -5 | -1 | 0 | -1 | 3 | -11 | -3 | 6

Reprinted at random: two compounds from above
SMILES | ZTA counter | PREPL inh | LYPLA2 counter | GSTO1 counter | PAFAH2 FP inh | PAD4 inh | EBNA-1 inhibitor | LYPLA1 counter | PAFAH1B3 inh
Cc1cccc(NC(=S)Nc2ccc(Br)cc2)c1 | 9 | 1 | 8 | -3 | 1 | -1 | 3 | -4 | 5
COc1ccc(C(=O)c2nccc3ccccc23)cc1 | -13 | 9 | 0 | -3 | 1 | -4 | 0 | -6 | 2

Other records:
SMILES | ZTA counter | PREPL inh | LYPLA2 counter | GSTO1 counter | PAFAH2 FP inh | PAD4 inh | EBNA-1 inhibitor | LYPLA1 counter | PAFAH1B3 inh
Cc1ccccc1N(CC(=O)NC(C)(C)C)C(=O)c1ccc(-c2ccccc2)[nH]1 | 16 | -7 | 1 | 6 | . | -3 | 14 | -3 | .
CN(C)c1ccc(-c2nnn(CC(=O)NCc3ccc4c(c3)OCO4)n2)cc1 | 8 | 3 | -2 | 9 | 8 | 3 | 1 | -3 | 9
CCCCNc1c(N)n(CC(C)C)c(=O)[nH]c1=O | -10 | 12 | 5 | 8 | 0 | 1 | 4 | 0 | 8
CCCN1CCC(NCC(C)c2ccccc2)CC1 (stereo not drawn) | 1 | 9 | 2 | 7 | 4 | -2 | 0 | 0 | 14
CCOC(=O)N1CCN(C(=O)CN(C)S(=O)(=O)c2ccc3c(c2)C(C)(C)C(=O)N3C)CC1 | -17 | 19 | 7 | 4 | -9 | -2 | -5 | 1 | 0
COc1ccc(-c2ccc(SCC(=O)NCc3ccco3)nn2)cc1OC | -5 | 10 | -2 | 8 | 0 | -2 | -9 | -3 | 2

Bioassay records from PubChem.
